Screening data: PubChem, Southern Research Specialized Biocontainment Screening Center
Salmonella PhoP GFP: PhoP regulon inhibitors, Salmonella typhi PhoP promoter GFP reporter, confirmatory (AID 1850); Salmonella Typhi PhoP-promoter GFP reporter, fluorescence, 4 h; higher % means a stronger effect; inhibition, % at 50 µM; hits with a dose series show IC50 in µM; 310,000 compounds, 0.33% hits; in the data active = a potency from the dose series; inconclusive = inhibition mostly from about 25% at the one dose, without a potency; inactive = the rest, 99 in 100 with inhibition below about 19%;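 also: 0% = induced wells with vehicle and 100% = uninduced wells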
tuberculosis growth: growth inhibition of non-replicating M. tuberculosis (AID 488890). one-dose inhibition, % at 25 µM; IC50 in µM for titrated hits. 320,000 compounds, 0.39% hits. Mycobacterium tuberculosis non-replicating, growth inhibition; higher % means a stronger effect; in the data active = a potency from the dose series; inconclusive = inhibition mostly from about 82% at the one dose, without a potency; inactive = the rest, 99 in 100 with inhibition below about 76%;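 also: plate controls were DMSO cells for no effect and high antibiotic wells for full effect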
H1N1 NS1A inhibition: H1N1 influenza NS1A inhibitors, functional cell based assay (AID 504329); NS1A functional cell-based assay, percent inhibition; higher % means a stronger effect; inhibition, % at 12.5 µM; hits with a dose series show IC50 in µM; 340,000 compounds, 0.3% hits; in the data active = a potency from the dose series; inconclusive = inhibition above about 27% without an active follow-up result; also: strong numbers were not always called active
inhibitors of VEEV: inhibitors of VEEV TC-83 cytopathic effect, confirmation, Vero cells (AID 588727) | 350,000 compounds, 0.13% hits | Vero cells, VEEV TC-83 cytopathic effect inhibition; higher % means a stronger effect | inhibition, % at 20 µM, or IC50 in µM where a hit was titrated; in the data active = a potency from the dose series; inconclusive = inhibition mostly from about 14% at the one dose, without a potency; inactive = the rest, 99 in 100 with inhibition below about 12%; also: strong numbers were not always called active
M. tuberculosis HTS: M. tuberculosis growth inhibition, HTS (AID 449762) | one-dose inhibition, % at 25 µM; IC50 in µM for titrated hits | 330,000 compounds, 0.59% hits | M. tuberculosis H37Rv growth inhibition, 7H9 media; higher % means a stronger effect; in the data active = a potency from the dose series; inconclusive = inhibition above about 70% without an active follow-up result;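 also: bacterial growth assessed after seven days of incubation; strong numbers were not always called active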
inhibitors of VEEV 10K pilot screen: second read-out of inhibitors of VEEV, no call of its own (marks repeat the call); inhibition, %; measured here: 10K pilot screen inhibition
Numbers without * were called inactive; i = inactive; ? = inconclusive; nt = not tested or not shown.

SMILES | Salmonella PhoP GFP | tuberculosis growth | H1N1 NS1A inhibition | inhibitors of VEEV | M. tuberculosis HTS | others
COc1ccc(CN2C(=O)NC3(CCCCC3)C2=O)cc1F | -6% | 5% | -1% | 0.4% | -8% | inhibitors of VEEV 10K pilot screen=1.1
C=CCOC(=O)C1=C[C@@H](c2ccc(C(F)(F)F)cc2)C[C@@H](OCCCCO)O1 | 1% | -5% | -6% | 0.2% | 8%
Cc1ccc(C2OCC(C)([N+](=O)[O-])CO2)cc1 (stereo unspecified) | nt | nt | 0% | i | nt
O=C(NCC1CCCCC1)c1cc(S(=O)(=O)N2CCOCC2)ccc1F | nt | -5% | 0% | 0.6% | -11%
CCOC(=O)C1=C(C)NC(=O)NC1 | 2% | -9% | -4% | 0.9% | -1%
COc1ccc(N2CCN(C(c3cc(OC)ccc3OC)c3nnnn3Cc3ccco3)CC2)cc1 (stereo unspecified) | 11% | 32% | 16% | 1.3% | 3%
Cc1cc(C)c(S(=O)(=O)NCCc2ccccc2)c(C)c1 | 3% | 2% | -6% | 0.2% | 6%
Cc1cc(C)nc(Sc2ncnc(N)c2[N+](=O)[O-])n1 | -4% | i | 4% | ? | 8µM*
O=C(Cc1ccccc1)N1CCNCC1 | -8% | -20% | -3% | 0.5% | -4%
O=C1NC(=S)N/C1=C/c1cc([N+](=O)[O-])ccc1O | 7% | 5% | 16% | 1.4% | -1%
CN1CCN(C(=O)c2cccn(Cc3cccc(Cl)c3)c2=O)CC1 | -6% | -16% | -3% | 2.0% | 1%
CCOC(=O)Cc1csc(NC(=O)CCSc2ccccc2)n1 | 3% | 28% | -1% | 0.9% | 6%
C[n+]1cccc(C(=O)N/N=C/c2ccc3c(c2)OCO3)c1 | -8% | 9% | 10% | 11% | 5%
CSc1ccccc1NC(=O)c1cnc2sc(C)cn2c1=O | 7% | -3% | -3% | 2.9% | 1%
CCOC(=O)C1=C(CS(=O)(=O)c2ccc(F)cc2)NC(=O)NC1c1ccc(O)c(O)c1 (stereo unspecified) | 3% | -6% | 6% | 1.6% | -12%
Cc1nc2ccc(S(=O)(=O)NCC(=O)N3CCC(N4CCCCC4)CC3)cc2s1 | 4% | -4% | 4% | i | -9%
Cc1ccnc(NC(=O)c2ccco2)n1 | 4% | -3% | -11% | i | -1%
COC(=O)c1cc(=O)n(Cc2cccs2)c(=Nc2ccc(F)cc2)s1 | -5% | ? | 0% | 9.3% | ? | inhibitors of VEEV 10K pilot screen=9.2
COc1cccc(C(C(=O)NC(C)(C)C)N(Cc2ccc(F)cc2)C(=O)CCC(=O)Nc2cc(C)on2)c1OC (stereo unspecified) | 7% | 17% | 6% | i | -6%
O=C(O)c1ccc(NS(=O)(=O)c2cccc(C(=O)Nc3ccc([N+](=O)[O-])cc3)c2)cc1 | -5% | 11% | -6% | 1.2% | -1%
COc1ccccc1C1C(C(=O)c2ccc(C)o2)=C(O)C(=O)N1c1cc(C)on1 (stereo unspecified) | 13% | 33% | -11% | 1.5% | 8%
O=C(CCCN1C(=O)/C(=C/c2ccccc2Cl)SC1=S)NNC(=O)c1ccncc1 | -2% | -4% | 3% | 2.3% | ?
N#Cc1cc(-c2ccccc2)nc(N2CCNCC2)n1 | 1% | 33% | 1% | i | 6%
Cc1cccc(OCC(=O)NC2CCCCCC2)c1C | -1% | 14% | 3% | 0.7% | 0%
Cc1ccc(C(=O)NCCCNC(=O)c2ccco2)cc1 | 1% | -19% | -4% | 0.5% | -2%

Some of these compounds in order of count of non-hydrogen atoms, descending.
SMILES | Salmonella PhoP GFP | tuberculosis growth | H1N1 NS1A inhibition | inhibitors of VEEV | M. tuberculosis HTS | others
COc1cccc(C(C(=O)NC(C)(C)C)N(Cc2ccc(F)cc2)C(=O)CCC(=O)Nc2cc(C)on2)c1OC (stereo unspecified) | 7% | 17% | 6% | i | -6%
COc1ccc(N2CCN(C(c3cc(OC)ccc3OC)c3nnnn3Cc3ccco3)CC2)cc1 (stereo unspecified) | 11% | 32% | 16% | 1.3% | 3%
CCOC(=O)C1=C(CS(=O)(=O)c2ccc(F)cc2)NC(=O)NC1c1ccc(O)c(O)c1 (stereo unspecified) | 3% | -6% | 6% | 1.6% | -12%
O=C(CCCN1C(=O)/C(=C/c2ccccc2Cl)SC1=S)NNC(=O)c1ccncc1 | -2% | -4% | 3% | 2.3% | ?
COc1ccccc1C1C(C(=O)c2ccc(C)o2)=C(O)C(=O)N1c1cc(C)on1 (stereo unspecified) | 13% | 33% | -11% | 1.5% | 8%
COC(=O)c1cc(=O)n(Cc2cccs2)c(=Nc2ccc(F)cc2)s1 | -5% | ? | 0% | 9.3% | ? | inhibitors of VEEV 10K pilot screen=9.2
CN1CCN(C(=O)c2cccn(Cc3cccc(Cl)c3)c2=O)CC1 | -6% | -16% | -3% | 2.0% | 1%
CCOC(=O)Cc1csc(NC(=O)CCSc2ccccc2)n1 | 3% | 28% | -1% | 0.9% | 6%
N#Cc1cc(-c2ccccc2)nc(N2CCNCC2)n1 | 1% | 33% | 1% | i | 6%
Cc1cc(C)nc(Sc2ncnc(N)c2[N+](=O)[O-])n1 | -4% | i | 4% | ? | 8µM*
O=C1NC(=S)N/C1=C/c1cc([N+](=O)[O-])ccc1O | 7% | 5% | 16% | 1.4% | -1%
Cc1ccc(C2OCC(C)([N+](=O)[O-])CO2)cc1 (stereo unspecified) | nt | nt | 0% | i | nt
Cc1ccnc(NC(=O)c2ccco2)n1 | 4% | -3% | -11% | i | -1%
CCOC(=O)C1=C(C)NC(=O)NC1 | 2% | -9% | -4% | 0.9% | -1%

The list continues.
SMILES | Salmonella PhoP GFP | tuberculosis growth | H1N1 NS1A inhibition | inhibitors of VEEV | M. tuberculosis HTS | others
CCCCOCCCNC(=O)COc1ccccc1 | -9% | 66% | -6% | 0.0% | -11%
O=C(COC(=O)c1cccs1)NCCc1ccc(F)cc1 | nt | nt | -8% | 1.5% | nt
CCCCCNC(=O)c1cc(S(=O)(=O)N2CCCCC2)ccc1F | -5% | 8% | 0% | 0.5% | -1%
O=C(Nc1ccc(S(=O)(=O)N2CCCCC2)cc1)c1ccc(CN2CCc3ccccc3C2)cc1 | 7% | 24% | -17% | i | ?
COc1ccc(CCNC(=O)c2cc3c(=O)n4ccccc4nc3n(CC3CCCO3)c2=N)cc1OC (stereo unspecified) | 6% | 6% | 1% | 7.8% | -4%
O=C1CSC(=Nc2ccccc2)N1 | -7% | 14% | 6% | 0.9% | -8%
O=C(NCCCN1CCOCC1)c1cccc(S(=O)(=O)Nc2ccccc2Cl)c1 | -2% | 17% | -5% | 0.9% | 3%
CCCc1cc(NCc2ccccn2)n2nc(C)c(-c3ccccc3)c2n1 | 4% | 2.2µM* | nt | 6.8% | ?
Cc1c(O)nc(SC2CC(=O)N(c3ccccc3)C2=O)[nH]c1=O (stereo unspecified) | 9% | 3% | -3% | 1.4% | -4%
CCOC(=O)CN1CC23C=CC(O2)C(C(=O)O)C3C1=O (stereo unspecified) | -10% | -5% | -17% | 0.4% | -2%
CCCCN(CCCC)CCNC(=O)c1cn(CC)c2ccc(S(=O)(=O)N(C)C3CCCCC3)cc2c1=O | 4% | 74% | 2% | 4.4% | 8%
CSc1ccc(CN2CCSCC2)cc1 | -1% | 16% | 0% | 1.0% | -6%
CC(C)(C)c1ccc(OCCC(=O)OCC(=O)NC2CCS(=O)(=O)C2)cc1 (stereo unspecified) | 4% | 2% | -6% | 1.7% | -7%
O=C(Nc1ncc(Cc2cccc(Cl)c2Cl)s1)C1CCCO1 (stereo unspecified) | -10% | 52% | -5% | 0.8% | 4%
CCN(CC)S(=O)(=O)c1cc(C(=O)OC(C)C(=O)NCc2ccco2)ccc1C (stereo unspecified) | nt | -6% | -5% | 6.4% | 1%
COC(=O)CC1=NC(=O)CS1 | -6% | -6% | -5% | 0.8% | -1%
O=C(OCC(=O)c1c[nH]c2ccccc12)c1cc(S(=O)(=O)N2CCOCC2)ccc1F | nt | 8% | -8% | 1.4% | -6%
O=C(COC(=O)c1ccc(F)cc1F)NCCNC(=O)COC(=O)c1ccc(F)cc1F | -8% | -17% | -4% | 0.6% | -3%
Cc1cc(C(=O)Nc2ccon2)cs1 | -1% | 1% | -7% | 4.9% | 0%
CCCCNC(=O)CSc1nc(CCC)nc2ccccc12 | 0% | 13% | -11% | 1.6% | 0%
CCC(C)[C@H](NC(=O)C1CCC(CNC(=O)[C@@H]2CCCN2C(=O)OC(C)(C)C)CC1)C(=O)O (stereo partly specified) | 9% | -5% | -7% | 3.3% | 6%
Cc1cc([N+](=O)[O-])ccc1N1C(=O)c2ccc(C(=O)Nc3ccccc3C(=O)O)cc2C1=O | 1% | -2% | -6% | 0.3% | -2%
O=C(CSc1nc2ccc(NC(=O)CSc3nnnn3Cc3ccccc3)cc2s1)Nc1ccccc1 | -13% | 2% | -1% | i | 15%
CCOc1cc(OCC)cc(C(=O)Nc2cccnc2)c1 | -14% | 6% | -7% | 0.5% | 1%
O=C1C2C3CCC(CC3)C2C(=O)N1c1ccccc1 (stereo unspecified) | 10% | 1% | -5% | 0.1% | 2%
SMILES | Salmonella PhoP GFP | tuberculosis growth | H1N1 NS1A inhibition | inhibitors of VEEV | M. tuberculosis HTS | others
O=C(CN1CCN(Cc2ccccc2Cl)CC1)N/N=C/c1ccccn1 | -1% | -10% | -14% | 3.4% | 8%
COC(=O)c1ccccc1NC(=O)CSc1nc(-c2ccco2)cc(C(F)(F)F)n1 | -3% | -14% | -1% | 0.7% | 4%
C[C@@H](C(=O)NCCCCCC(=O)O)n1nnc2ccccc2c1=O | 6% | -8% | -13% | 7.5% | 0%
CC(C)Cn1c(=O)c2sccc2n2c(CCCC(=O)N3CCC(N4CCCCC4)CC3)nnc12 | 8% | 3% | 1% | 1.4% | 2%
CCOC(=O)Cn1c(=O)c2c(nc(N3CCCCC3)n2C)n(C)c1=O | 3% | 4% | 6% | 1.5% | -7%
CCCn1nnc2c(=O)oc3ccccc3c21 | -6% | ? | -4% | i | 9%
Cc1nc2scc(-c3cccs3)c2c(=O)n1N | 4% | 12% | 18% | 0.2% | -10%
COc1ccc(/C=C(/NC(=O)c2ccco2)C(=O)NCc2ccco2)cc1OC | 6% | -3% | 15% | 0.5% | 7%
COc1cccc(C2Nc3c(F)cc(Br)cc3C3C=CCC32)c1OC (stereo unspecified) | -2% | -3% | 4% | 0.8% | -11%
O=C(NCc1ccc2c(c1)OCO2)C1CC(=O)N(CCc2ccc(F)cc2)C1 (stereo unspecified) | 3% | 8% | 7% | i | 9%
CCC(C)NC(=O)C1c2ccccc2C(=O)N(c2ccc(OC)cc2)C1c1ccc(OC)cc1 (stereo unspecified) | -3% | 15% | 3% | 5.6% | -7%
CC1Cc2ccccc2N1C(=O)COC(=O)/C=C/c1ccc(F)cc1 (stereo unspecified) | nt | 17% | -24% | 2.4% | 1%
CCc1nnc(NC(=O)C2CCN(c3cnccn3)CC2)s1 | 1% | -11% | -7% | i | -12%
Cc1ccc2c(c1)-c1c(ssc1=S)C(C)(C)N2C(=O)CN1C(=O)c2ccccc2C1=O | 15% | -12% | 29% | 0.7% | -2% | inhibitors of VEEV 10K pilot screen=1.4
Nc1nonc1-c1nc2ccccc2n1CC(=O)N1CCN(c2ccc(F)cc2)CC1 | 12% | 1% | -8% | 0.3% | -1%
CCCCn1c(-c2nn(C)c(C)c2Cl)n[nH]c1=S | 5% | 6% | 6% | 2.2% | -4%
COc1ccc(/C(N)=N/OC(=O)Cc2ccc(OC)c(OC)c2)cc1 | 7% | 42% | -4% | 0.9% | -3%
CCC(OC(=O)CN1C(=O)c2ccccc2C1=O)C(=O)NC1CCCC1 (stereo unspecified) | 5% | -9% | -9% | 1.4% | 1%
COc1ccc2c(c1)c(N=O)c(O)n2C | -4% | 0% | -4% | 0.1% | 3%
COCCN(C(=O)c1snc(C(N)=O)c1N)C(C(=O)NC1CCCCC1)c1ccc(F)cc1 (stereo unspecified) | -7% | 3% | -5% | 0.4% | 4%
CC1(C)Cc2c(sc3ncn4nc(-c5ccco5)nc4c23)CO1 | 0% | -7% | -17% | 1.2% | -4%
O=C(NCCS(=O)(=O)N1CCN(c2ccccc2F)CC1)c1ccc(Br)cc1 | -1% | -7% | 7% | 0.2% | 2%
CC(C)(C)NC(=O)NC12CC3CC(CC(C3)C1)C2 | -5% | -5% | 2% | 0.4% | 3%
COc1cc2[nH]c(C(=O)N3CCC4(CC3)OCCO4)cc2c(OC)c1OC | 5% | 2% | -8% | 1.2% | -2%

This is a random part of the collection. About 1.6% of those tested had a hit in this group.
